PrPC surface inh: inhibitors of human cell surface prion protein PrPC | P04156 | TR-FRET read-out | inhibition, % at 13.8 µM | actives 0.43% (n = 370,000); in the data active = inhibition above about 24%; note: 0% = median of the test wells and 100% = reference compound wells
BH1578 lux ind: induces V. cholerae light production without autoinducers; V. cholerae BH1578 lux reporter, luminescence, 6 h; activation, % at 18.7 µM; actives 0.16% (n = 350,000); AID 588436; in the data active = activation mostly above about 9.7%, no sharp cut-off; inconclusive = no clear call, values can overlap the other calls; inactive = mostly below about 3.7%; note: not every result past the cut was called active; inactives centre near 0; reference of the scale not given here
SARS 3CLpro inh: SARS-CoV 3CLpro protease inhibition. P0C6X7. inhibition, % at 6 µM. recombinant SARS-CoV 3CLpro, quenched FRET peptide cleavage. actives 0.14% (n = 290,000); in the data active = inhibition above about 12%
Anthrax LF inh2: inhibitors of Bacillus anthracis lethal factor protease; P15917; multiplex microsphere protease cleavage assay, LF; inhibition, % at 10 µM; actives 0.12% (n = 360,000); AID 588501; note: plate controls were buffer without enzyme for full effect and enzyme alone for no effect
Target sequence (P15917 whole entry, looked up): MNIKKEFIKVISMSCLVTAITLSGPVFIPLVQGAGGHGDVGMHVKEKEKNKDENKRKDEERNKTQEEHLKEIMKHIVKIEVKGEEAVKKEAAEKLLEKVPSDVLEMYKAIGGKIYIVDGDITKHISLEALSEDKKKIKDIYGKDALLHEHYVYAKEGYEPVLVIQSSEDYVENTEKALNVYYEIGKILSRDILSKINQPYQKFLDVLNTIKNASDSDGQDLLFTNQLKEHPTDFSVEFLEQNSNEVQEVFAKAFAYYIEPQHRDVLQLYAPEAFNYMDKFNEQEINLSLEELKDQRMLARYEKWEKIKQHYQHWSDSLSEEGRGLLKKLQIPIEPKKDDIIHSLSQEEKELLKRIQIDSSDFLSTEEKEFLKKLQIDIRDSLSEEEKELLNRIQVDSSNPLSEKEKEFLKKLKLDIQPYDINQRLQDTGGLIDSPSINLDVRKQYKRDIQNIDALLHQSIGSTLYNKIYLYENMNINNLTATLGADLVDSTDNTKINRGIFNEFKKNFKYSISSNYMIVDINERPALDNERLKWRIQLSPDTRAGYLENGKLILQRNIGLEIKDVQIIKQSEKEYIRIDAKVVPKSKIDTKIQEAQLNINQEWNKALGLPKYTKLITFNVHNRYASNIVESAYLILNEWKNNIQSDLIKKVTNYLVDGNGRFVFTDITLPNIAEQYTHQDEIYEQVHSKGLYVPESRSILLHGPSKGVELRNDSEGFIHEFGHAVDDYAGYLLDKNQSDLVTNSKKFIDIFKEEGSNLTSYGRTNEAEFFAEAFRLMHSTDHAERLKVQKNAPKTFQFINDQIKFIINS
TcdB GH inh: TcdB glycohydrolase inhibition. TcdB glycohydrolase enzymatic assay, plate reader. AID 652162. P18177. inhibition, % at 9.99 µM. actives 0.24% (n = 350,000); in the data active = inhibition above about 10%
Y pestis TopoI: blocks Yersinia pestis topoisomerase I activity. actives 0.064% (n = 360,000). Y. pestis Topo-I cleavage product accumulation, plate reader. AID 504884. activity, % at 10 µM; in the data active = activity above about 50%, passing the limit was not always enough; inconclusive = no clear call, values can overlap the other calls; note: inactives centre near 2
PriA SSB inh: inhibitors of Klebsiella pneumoniae PriA binding to SSB C-terminal tail; AID 1272365; AlphaScreen SSBct-PriA binding, biotinylated peptide; inhibition, % at 33 µM; actives 0.6% (n = 430,000); in the data active = inhibition mostly above about 37%, no sharp cut-off; inactive = mostly below about 20%;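 note: plate controls were negative control peptide for no effect and reference peptide for full effect; strong numbers were not always called active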
BoNT-A LC inh2: blocks Botulinum neurotoxin A light chain protease; actives 0.17% (n = 360,000); AID 588499; multiplex microsphere protease substrate cleavage, flow cytometry; inhibition, % at 10 µM; note: plate controls were buffer without enzyme for full effect and enzyme alone for no effect
PfHsp40 rescue: compounds rescuing yeast from Plasmodium falciparum HSP40 toxicity; S. cerevisiae expressing PfHsp40, growth rescue, ATP luminescence; growth rescue, % at 12.5 µM; actives 0.68% (n = 340,000); AID 504582; in the data active = growth rescue above about 28%, passing the limit was not always enough; inconclusive = no clear call, values can overlap the other calls;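 note: yeast W303a lacking pdr1 and pdr3 grown in galactose medium; growth measured after three days at 30 °C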
* marks the source's active call; other numbers are inactive results; i = inactive; u = inconclusive; x = not tested or not shown; & = joins results of further samples. Cut-off read from the data, not from the text of the source, unless noted: active = inhibition above about 30%; inconclusive = no clear call, values can overlap the other calls; inactive = below that. Some of the compounds tested, so the mix of outcomes need not match the whole.

SMILES	PrPC surface inh	BH1578 lux ind	SARS 3CLpro inh	Anthrax LF inh2	TcdB GH inh	Y pestis TopoI	PriA SSB inh	BoNT-A LC inh2	PfHsp40 rescue
Cc1cc(C)c2[nH]c(O)c(N=NC(=S)NCC3CCCO3)c2c1 (stereo unspecified)	-2	-1.4	2	-5	x	5	-6	-1.5	0.3
COc1cccc(NC(=O)Nc2nnc(Cc3ccc(F)cc3)s2)c1	5	i	7	-4	1.4	7	-1	0.3	-0.9
Nc1nc(NC(=O)c2ccccc2)nn1-c1ccccc1	-7	-0.4	-10	0	0.6	3	0	-0.8	-1.1
Cc1nc(N2CCOCC2)c2c(C)c(C(=O)Nc3ccc(F)cc3F)sc2n1	13	i	0	-2	-5.3	-3	5	0.2	-0.7
O=C1CC(NS(=O)(=O)c2cccs2)CN1c1ccccc1 (stereo unspecified)	-1	i	x	2	0.2	1	-2	0.7	-2.0
CCCCOc1ccc(C(=O)NCC(=O)NCCCn2nc(C)cc2C)cc1	2	0.0	x	-12	1.0	19	-3	0.7	0.6
O=C(COc1ccccc1)Nc1nnc(S(=O)(=O)N2CCCCC2)s1	0	-0.5	-1	-1	1.5	2	-15	-1.1	0.8
O=C(Nc1cccnc1)c1ccc(COc2cc(Cl)ccc2Cl)o1	13	i	-5	-3	x	-6	-11	-0.4	7.6
CCOc1ccc(C2C(C(=O)c3ccco3)=C(O)C(=O)N2CCCn2ccnc2)cc1OC (stereo unspecified)	-6	-0.3	1	0	0.9	5	-3	1.1	0.8
COc1ccc(CC(=O)NCCN2CCOCC2)cc1	-1	-0.5	8	4	-0.4	5	2	0.2	1.5
CC(C)(C)C(=O)Nc1ccc(C(=O)Nc2cc(NC(=O)c3ccc(NC(=O)C(C)(C)C)cc3)cc(C(=O)O)c2)cc1	9	-1.6	2	-4	-2.4	-5	-7	-0.3	0.5
CSc1cccc(NC(C)C(=O)NCc2ccccc2)c1 (stereo unspecified)	-7	i	0	3	1.4	3	-3	-1.0	0.8
O=C(O)c1ccc(OCCCCCCOC2CCCCO2)cc1 (stereo unspecified)	1	i	0	3	-0.3	2	-9	2.0	-0.2
CCN(CC)CC#CC(OC)(c1ccccc1)c1ccccc1	-3	-0.5	3	-6	1.2	3	-16	0.1	-0.7
CCC1CCCCN1C(=O)COC(=O)CN(C)S(=O)(=O)c1ccc(NC(C)=O)cc1 (stereo unspecified)	1	i	x	u	1.5	4	-20	-2.3	x
O=C(Nc1cc(C(F)(F)F)ccc1N1CCCCC1)C1=COCCO1	-8	-0.5	x	0	-1.0	0	x	-0.2	x
CCOC(=O)c1cc(C(C)=O)c(=O)n(C)c1N	-8	11	1	-6	x	-14	-6	1.6	-1.1
Cc1nc2ccc(S(=O)(=O)NCC(=O)NCc3ccc(Cl)cc3)cc2s1	-1	-13	4	-1	1.4	4	-5	3.9	11
COc1ccc([N+](=O)[O-])cc1C(=O)NC1CCN(Cc2ccccc2)CC1	-13	-0.9	x	-4	1.3	-5	-4	0.1	x
Cc1cc(C)cc(NC(=O)Nc2ccc(N3CCCCC3)cc2)c1	7	-0.7	-1	x	-1.4	0	-5	x	-1.9

Compound profiles, from the list above. Order of values: PrPC surface inh, BH1578 lux ind, SARS 3CLpro inh, Anthrax LF inh2, TcdB GH inh, Y pestis TopoI, PriA SSB inh, BoNT-A LC inh2, PfHsp40 rescue
Listed for CCOc1ccc(C2C(C(=O)c3ccco3)=C(O)C(=O)N2CCCn2ccnc2)cc1OC (stereo unspecified) = -6, -0.3, 1, 0, 0.9, 5, -3, 1.1, 0.8
Listed for COc1ccc([N+](=O)[O-])cc1C(=O)NC1CCN(Cc2ccccc2)CC1 = -13, -0.9, x, -4, 1.3, -5, -4, 0.1, x
Listed for O=C1CC(NS(=O)(=O)c2cccs2)CN1c1ccccc1 (stereo unspecified) = -1, i, x, 2, 0.2, 1, -2, 0.7, -2.0
Listed for CCC1CCCCN1C(=O)COC(=O)CN(C)S(=O)(=O)c1ccc(NC(C)=O)cc1 (stereo unspecified) = 1, i, x, u, 1.5, 4, -20, -2.3, x

Additional entries follow.
SMILES	PrPC surface inh	BH1578 lux ind	SARS 3CLpro inh	Anthrax LF inh2	TcdB GH inh	Y pestis TopoI	PriA SSB inh	BoNT-A LC inh2	PfHsp40 rescue
O=C(Nc1cc(Cl)cc(Cl)c1)C(NCCO)c1ccccc1 (stereo unspecified)	-3	1.0	7	-1	x	-7	-7	1.7	3.2
Oc1ccc(-c2csc(Nc3ncccn3)n2)cc1	4	i	3	-3	3.5	1	9	-0.1	1.3
CCOc1ccc(S(=O)(=O)NC2CCCC2)cc1	1	i	5	-3	1.8	0	-22	-0.5	-0.6
Cc1ccc(-n2c3c(cc(C(=O)NC4CCSC4=O)c2=O)C(=O)CC(C)(C)C3)cc1 (stereo unspecified)	-3	-0.6	3	1	1.2&0.3	7	-3	0.4	1.2
COc1ccc(CCN2CC(C(=O)NCC(c3ccccc3)N(C)C)CC2=O)cc1OC (stereo unspecified)	-2	-0.8	x	-4	-0.3	4	-5	0.3	-0.9
O=S1(=O)CCOC[C@H](CC2CCCCC2)N1Cc1ccccc1F	0	-0.2	0	-4	2.5	37	-31	-0.2	u
COc1ccc(/C=C/C(=O)NCC(=O)N/N=C/c2cccnc2)cc1	0	i	-1	-6	0.6	3	x	-1.1	0.5
CCCCCC1CCC(C(=O)N2CCOCC2)CC1 (stereo unspecified)	8	-0.2	3	-1	-1.4	-2	-1	-2.4	-1.9
Cc1ccn2c(=O)c(NC(=O)c3cccs3)c(C)nc2c1	1	-1.4	x	x	2.4	-5	-8	x	-1.8
Cc1cc(C)n(C(C)CNC(=O)c2ccc3c(c2)OCO3)n1 (stereo unspecified)	3	-0.2	-5	-4	-8.6	3	0	-1.4	-1.5
CCOc1ccccc1NS(=O)(=O)c1ccc(-n2cccn2)cc1	0	i	3	-3	0.0	7	-11	0.3	1.5
CCOc1ccc(/C=C2\SC(=S)N(NS(=O)(=O)c3ccccc3)C2=O)cc1OC	-15	-0.7	10	-1	2.0	14	2	-0.6	60*
COC(=O)c1sc(N)c(C(=O)OC)c1COC(=O)c1c(C)noc1C	14	i	-4	-6	x	5	-3	5.5	-0.5
O=C(NCCOc1ccc(F)cc1)C1CCN(S(=O)(=O)c2ccccc2)CC1	7	12	-1	-1	1.7	12	-5	0.6	-1.0
Nn1cc(-c2ccccc2)nc1SCC(=O)Nc1cccc(S(N)(=O)=O)c1	6	-0.8	2	-9	1.0	5	-1	-0.3	-2.1
CCc1ccccc1NC(=O)COc1ccc(N2CC(C(N)=O)CC2=O)cc1 (stereo unspecified)	-3	-3.1	-3	-7	1.6	8	-11	-2.3	-1.5
CCCC(=O)c1ccc(N2CCC(C)CC2)c(F)c1	4	-0.2	6	-1	-0.4	0	-39	-0.2	-0.3
Cc1cc(C(=O)N2CCN(c3ncccn3)CC2)sc1-c1ccccc1	4	i	-5	-2	x	6	-6	u	0.3
Cc1ccc(C(=O)CSc2nnc(COc3ccc(C#N)cc3)n2-c2ccccc2)cc1	0	i	-1	-5	x	9	-7	-0.1	-1.5
CSc1ccccc1NC(=O)COC(=O)c1ccc(O)cc1	-4	-0.2	1	-1	0.4	-2	-21	0.6	0.5
COc1ccc(F)cc1-c1cc(C(=O)Nc2cccnc2)[nH]n1	-3	-0.4	x	-4	0.7	-1	x	-0.1	x
O=C1COc2ccc(S(=O)(=O)NCc3ccccc3)cc2N1	-1	3.6	6	12	0.7	10	-14	-0.8	-1.4
CCOC(=O)C1(Cc2ccccc2)CCCN(Cc2cnn(CC)c2)C1 (stereo unspecified)	4	0.9	0	-4	-0.4	2	-9	-0.4	-1.0
CCOc1c2ccc(C(=O)NCCc3ccc(C)cc3)cc2nn1CC	-1	-0.4	-4	-6	1.7	14	-7	-0.1	17
Cc1ccc(S(=O)(=O)N2CCC3(CC2)OCCN3S(=O)(=O)c2cccs2)cc1	2	-1.2	x	-2	-0.2	17	-6	3.0	9.1
CC1CCN(c2nc3c(c(=O)n(C)c(=O)n3C)n2CCSc2nc3ccccc3s2)CC1	-5	-0.4	1	0	x	11	-27	0.0	-0.3
CC(=O)c1cc2c(cc1NC(=O)C1CC=CCC1C(=O)O)OCO2 (stereo unspecified)	1	i	-3	4	x	8	-5	-0.8	0.3
COC(=O)c1ccc(C)c(NC(=O)CCSc2ccccc2)c1	6	-0.7	2	-1	x	6	3	-0.3	0.9
Cc1ccc(C)c(C(=O)CN2Cc3ccccc3C2=O)c1	-1	0.2	0	9	0.9	1	-6	0.0	-0.1
CCOC(=O)NC(=S)c1ccc[nH]1	7	i	1	-4	0.6	0	-14	-0.8	0.2
COc1ccccc1C(=O)C1CCCN(C(=O)c2ccccn2)C1 (stereo unspecified)	4	i	1	-1	2.0	6	-11	-0.3	0.2
CCCCC(=O)NNC(=S)NC(=O)c1ccc(C)cc1	-7	3.5	-1	-3	1.8	8	3	0.1	95*
C[N+]1(CC(O)c2ccccc2)CCCCCC1 (stereo unspecified)	3	-0.3	-6	-4	2.0	-22	-9	1.2	0.1
Cc1nc(C(C)N(C)Cc2c(C(=O)N3CCCCC3)nc3c(C)cccn23)c(C)s1 (stereo unspecified)	-8	i	-2	-2	x	5	3	-0.5	-1.5
Nc1nccc(/C=C/c2c(F)cccc2Cl)n1	-11	-0.3	4	-1	1.3	-1	-5	-0.6	0.8
O=C(Nc1cccc(Cl)c1)Nc1ccc2c(c1)C(=O)OC2	9	-0.3	7	-1	1.7	-6	-10	0.3	0.7
COc1cc(NC(=O)CN2CC(c3ccccc3)CC2=O)cc(OC)c1 (stereo unspecified)	-6	-0.4	2	-5	1.3	-2	4	-0.3	1.6
Cc1nc2nc(-c3cccs3)cn2nc1C	-20	i	4	-5	x	-10	5	1.3	1.4
Fc1cc(Cl)c(OCc2noc(-c3ccsc3)n2)c(Cl)c1	4	i	-1	-6	1.6	2	-15	-8.1	-0.7
O=C(NCCCn1ccnc1)c1ccc2c(c1)OCCO2	-3	i	4	4	x	-4	-6	-0.1	-0.8
Cc1ccc(Nc2nc3nonc3[nH]c2=O)cc1C	0	i	1	9	x	-7	9	0.6	-0.4
O=C(Nc1ccc2nc(-c3ccccc3)[nH]c2c1)c1cccs1	-11	i	-12	1	7.7	-2	-8	0.4	-0.8
Cc1onc(-c2ccccc2Cl)c1C(=O)Nc1ccccc1C(N)=O	-2	i	3	-5	x	7	-11	-0.8	6.5
CN(C)S(=O)(=O)c1cccc(NC(=O)CSc2ncnc3ccccc23)c1	51*	i	-1	-8	1.2	11	-11	0.4	0.2
CCOc1cc(NC(=O)CCl)c(OCC)cc1NC(=O)CCl	-3	i	1	-4	-0.1	0	-8	-1.5	-0.4
NC(=O)COC(=O)c1ccc2c(c1)C(=O)N(Cc1ccco1)C2=O	0	-0.3	2	1	-7.5	4	2	0.6	0.2
Cc1cc(C)cc(Cn2c3ccc(NC(=O)NCc4ccc(F)cc4)cc3c(=O)n2C)c1	12	i	x	1	0.6	34	x	-0.5	x
CCOC(=O)c1[nH]c2ccccc2c1NC(=O)CC	5	-0.2	-3	-5	1.5	-7	2	-0.6	0.7
N#CCCN(C(=O)COC(=O)C1=NNC(=O)CC1)c1ccccc1	3	-0.2	x	6	0.9	10	6	-2.7	-0.3
COc1ccc(C(=O)NNC2=NC(C)(C)Cc3cc(C)c(C)cc32)cc1	0	-5.9	-1	x	x	-6	-6	x	-0.7
O=C(Nc1ccc(N2CCOCC2)cc1)c1cc(F)c(F)cc1Cl	7	-0.5	3	8	x	0	9	1.0	-0.6
C[C@H]1CN([C@@H](C)CO)C(=O)c2cc(Br)cnc2O[C@@H]1CN(C)S(C)(=O)=O	-3	i	x	-6	0.3&-1.0	1	x	-0.7	x
CC1CCCC(C)N1CC(O)COCc1ccccc1 (stereo unspecified)	0	i	-6	4	0.9	-5	-2	-4.4	-0.7
CSCCC(C(=O)N1CC2(C)CC1CC(C)(C)C2)N1C(=O)c2ccccc2C1=O (stereo unspecified)	-12	5.0	0	1	x	15	10	-0.6	-1.2
C[C@H]1CN([C@@H](C)CO)C(=O)CCCn2nncc2CO[C@H]1CN(C)C(=O)c1cc(-c2ccccc2)on1	-7	-0.2	x	-3	0.6&-0.6	-8	x	-0.3	x

Screens from PubChem BioAssay.
